# Screening results as filed in PubChem.
# PGK inhibitor: qHTS Assay to Find Inhibitors of Phosphoglycerate Kinase. Phosphoglycerate kinase, glycosomal (Trypanosoma brucei brucei), P07378. PGK/GAPDH coupled, Kinase-Glo luminescence, 60 min. Potency, µM (top dose mostly 57.5 µM), for inactives: at the top dose activity change, negative = inhibition, actives largely listed as inhibitors. actives 0.043% (n = 380,000). AID 602233, 2012; also: % is scaled to controls: 0 for no effect and ±100 for the full control effect; nearly all actives have a fitted effect of over 60% in size
# Target sequence (P07378 whole entry, looked up): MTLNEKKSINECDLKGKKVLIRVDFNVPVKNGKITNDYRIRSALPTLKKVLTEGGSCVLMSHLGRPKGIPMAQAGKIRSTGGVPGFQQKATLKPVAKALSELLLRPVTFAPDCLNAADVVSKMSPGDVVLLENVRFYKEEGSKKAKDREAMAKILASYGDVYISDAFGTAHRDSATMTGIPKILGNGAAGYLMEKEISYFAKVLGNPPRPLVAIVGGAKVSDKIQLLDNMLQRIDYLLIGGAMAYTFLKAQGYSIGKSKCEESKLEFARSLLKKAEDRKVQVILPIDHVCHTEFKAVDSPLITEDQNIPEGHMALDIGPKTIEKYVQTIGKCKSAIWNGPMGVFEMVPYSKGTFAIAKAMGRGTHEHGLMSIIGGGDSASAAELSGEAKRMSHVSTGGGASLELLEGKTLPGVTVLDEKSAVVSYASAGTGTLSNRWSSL
#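 Recombinant glycosomal PGK reaction used 1,3-bisphosphoglycerate generated in-well by GAPDH (100nM final) in 100mM TEA pH 7.6, 5mM MgCl2, 0.01% Tween-20. After 60 minutes at room temperature, ATP was read by Kinase-Glo Plus luminescence end-point.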
# Pol iota inh: qHTS for Inhibitors of Polymerase Iota; Pol iota fluorescent replication assay, 10 min; Potency, µM (highest dose often 115 µM), for the others: top-dose activity, negative = inhibition, hits mostly inhibitors; actives 1% (n = 390,000); AID 588590, 2011
#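 Fluorescent replication assay read twice, at 0 min and 10 min after adding 50 nM (final) substrate. Enzyme (10 nM) and compounds were first incubated 15 min at room temperature; enzyme-free buffer wells were negative controls.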
# BLM inh: qHTS Assay for Inhibitors of Bloom's syndrome helicase (BLM); RecQ-like DNA helicase BLM (Homo sapiens), P54132; recombinant BLM DNA unwinding, fluorescence dequenching; Potency, µM (top dose mostly 56.1 µM), for the others: at the top dose activity change, negative = inhibition, usual class: inhibitors; actives 0.2% (n = 350,000);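 also: plate controls were vehicle for no effect and no enzyme for full effect; nearly all actives have a fitted effect of over 35% in size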
# G9a block: qHTS Assay for Inhibitors of Histone Lysine Methyltransferase G9a | Histone-lysine N-methyltransferase EHMT2 (Homo sapiens), Q96KQ7 | G9a H3K9 monomethylation, AlphaScreen, 2 h | Potency, µM (titrated, usually from 102 µM), without a hit: at the highest dose activity, negative = inhibition, usual class: inhibitors | actives 8.8% (n = 350,000); also: % is scaled to controls: 0 for no effect and ±100 for the full control effect; nearly all actives have a fitted effect of over 75% in size
# Target sequence (Q96KQ7 913-1193 limits assumed): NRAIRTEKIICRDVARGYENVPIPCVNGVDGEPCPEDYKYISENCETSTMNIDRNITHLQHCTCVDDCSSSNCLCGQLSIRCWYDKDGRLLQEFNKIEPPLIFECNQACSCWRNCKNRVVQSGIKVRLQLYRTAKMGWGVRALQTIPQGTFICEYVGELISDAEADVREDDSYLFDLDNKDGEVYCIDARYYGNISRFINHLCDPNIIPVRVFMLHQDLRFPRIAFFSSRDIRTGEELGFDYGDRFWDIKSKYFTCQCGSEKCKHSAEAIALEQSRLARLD
#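 G9a (20 nM) was preincubated 15 min with compound, then reacted 2 h at room temperature with 500 nM biotin-H3K9 peptide and 20 µM SAM. Monomethyl-H3K9 detected by AlphaScreen using anti-H3K9me1 antibody.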
# HP1b chromo inh: HTS for Inhibitors of HP1-beta Chromodomain Interactions with Methylated Histone Tails; Potency, µM (top dose mostly 114 µM), inactives show at the top dose activity change, negative = inhibition, usual class: inhibitors; actives 0.56% (n = 390,000); AlphaScreen HP1-beta / biotin-H3K9me3 peptide binding; also: nearly all actives have a fitted effect of over 70% in size; inactives centre near 23
# Target sequence (P83916 whole entry, looked up): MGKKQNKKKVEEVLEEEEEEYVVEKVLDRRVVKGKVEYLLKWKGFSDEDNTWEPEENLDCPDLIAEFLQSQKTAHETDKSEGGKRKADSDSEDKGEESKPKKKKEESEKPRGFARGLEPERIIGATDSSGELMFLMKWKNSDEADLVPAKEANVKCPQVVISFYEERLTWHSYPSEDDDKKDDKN
#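 HP1-beta protein (50 nM final) preincubated 30 min at room temperature with biotinylated H3(1-18)K9me3 peptide (50 nM) in PBS pH 7.4, 0.01% Tween-20, then compound added for 30 min. AlphaScreen streptavidin donor/nickel chelate acceptor beads (10 ug/mL final), 30 min dark, luminescence read.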
# BAZ2B inh: qHTS Assay for Inhibitors of BAZ2B. actives 4.4% (n = 360,000). Potency, µM (top dose mostly 114 µM), without a hit: at the top dose activity change, negative = inhibition, actives largely listed as inhibitors. AlphaScreen BAZ2B-H3K14Ac peptide displacement. AID 504333, 2011; also: % is scaled to controls: 0 for no effect and ±100 for the full control effect; nearly all actives have a fitted effect of over 60% in size
#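 BAZ2B 50 nM plus b-H3(5-23)K14Ac 50 nM, PBS pH 7.4/0.01% Tween-20, 30 min RT; compound added (max 110 uM), 30 min RT; streptavidin donor/Ni-chelate acceptor beads 10 ug/mL final, 20 min dark; AlphaScreen read.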
# GLS inhibitor: qHTS for Inhibitors of Glutaminase (GLS) | Glutaminase kidney isoform, mitochondrial (Homo sapiens), O94925 | GLS enzymatic activity, qHTS titration | Potency, µM (doses to about 45.5 µM), for the others: top-dose activity change, negative = inhibition, usual class: inhibitors | actives 0.21% (n = 410,000); also: % is scaled to controls: 0 for no effect and ±100 for the full control effect
#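 hKGA in 45 mM KH2PO4 pH 8.2, 0.02% Tween-20 with pin-transferred compounds; 1 mM L-glutamine (stock) plus glutamate oxidase/HRP/Amplex Red coupling added. Fluorescence read initially and after 30 min at RT.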
# JMJD2A Tudor inh: qHTS Assay for Inhibitors of JMJD2A-Tudor Domain. Lysine-specific demethylase 4A (Homo sapiens), O75164. AlphaScreen JMJD2A-Tudor / H3K4me3 peptide binding. Potency, µM (titrated, usually from 114 µM), for the others: at the highest dose activity change, negative = inhibition, actives largely listed as inhibitors. actives 4.4% (n = 390,000). AID 504339, 2011; also: % is scaled to controls: 0 for no effect and ±100 for the full control effect; nearly all actives have a fitted effect of over 50% in size
# Pin1 inhibitor: qHTS Assay to Find Inhibitors of Pin1. Pin1 FP peptide displacement, HiFluor488, 10 min. Potency, µM (series often up to 115 µM), for inactives: at the top dose activity, negative = inhibition, hits mostly inhibitors. actives 0.009% (n = 390,000); active = well fitted inhibition curve with a large enough effect in the polarisation, with a control signal flat, not every such curve was filed as active; inconclusive = small, poorly fitted or top-dose-only effect, or effect the other way, or a change in a side signal; inactive = no such curve, though single readings can be large or run the other way; the % refers to the polarisation; also: % is scaled to controls: 0 for no effect and ±100 for the full control effect
# Target sequence (Q13526 whole entry, looked up): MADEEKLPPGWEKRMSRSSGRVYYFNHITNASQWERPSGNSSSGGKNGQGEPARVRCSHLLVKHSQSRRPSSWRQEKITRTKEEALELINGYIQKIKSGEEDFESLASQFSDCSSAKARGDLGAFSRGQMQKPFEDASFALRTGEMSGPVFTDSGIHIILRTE
# * hit, by the source's call; i = inactive; ? = inconclusive; / = not tested or not shown; & = joins results of further samples; [ ] = remark or other dose. Unless noted, calls follow the shape of the dose curve; as a rule, active = well fitted curve in the direction sought with a large enough effect; inconclusive = small, poorly fitted or top-dose-only effect, or another doubt; inactive = no such curve, though single readings can be large; an effect the other way counts as inactive or inconclusive. Potency is read from the fitted curve at half-maximal effect.
(1) COc1ccc(C)cc1NC(=O)Nc1ccc(C(=O)N2CCCC2)cc1
(2) Cc1ccc(Nc2nc(N)nc(CSc3nc(C)cc(C)n3)n2)cc1
(3) Cn1cc(CCCC(=O)NCc2ccccc2)c2ccccc21
(4) Cc1ccc(NC(=O)c2cc(S(=O)(=O)NCCC3=CCCCC3)ccc2F)cc1C
(5) O=S(=O)(c1ccc(Cl)c(NC(=S)Nc2cccc(O)c2)c1)N1CCOCC1
(6) CC(=O)N(C1=C(Cl)C(=O)c2ccccc2C1=O)C1CCCCC1
(7) O=C1c2ccccc2C(=O)N1CCCCN(C(=O)c1ccc(Cl)s1)c1ccc(Cl)cc1
(8) Cc1cc(N=Cc2c(O)ccc3cc(Br)ccc23)no1

Assay by compound	1	2	3	4	5	6	7	8
PGK inhibitor	-12%	1%	4%	4%	-1%	-1%	9%	-5%
Pol iota inh	-1%	1%	?	-4%	61%[activator]	?	5%	?
BLM inh	-5%	1%	-5%	-16%	3%	-1%	-9%	5%
G9a block	?	3%[59 µM]	?	12%[59 µM]	?	/	3%[59 µM]	1.4µM*
HP1b chromo inh	21%	22%	-2%	23%	9%	7.9µM*	44%[activator]	?
BAZ2B inh	?	-38%	?	-2%	-7%	22µM*	2%	10%
GLS inhibitor	-4%	-7%	5%	-13%	-14%	6.3µM*	-4%	?
JMJD2A Tudor inh	-17%	-19%	?	-23%	-13%	1.6µM*	3%	1.8µM*
Pin1 inhibitor	1%	3%	1%	-1%	3%	0%	-3%	?

(9) CCCCNC(=O)Cn1cnc2c(cnn2-c2ccc(C)c(C)c2)c1=O
(10) O=C1CC(NCc2ccco2)C(=O)N1CCc1ccccc1 (stereo unspecified)
(11) CC(C)(C)OC(=O)C[C@@H]1C/C=C\C[C@H](CC(=O)NCCO)C(=O)N[C@H](Cc2ccccc2)COC1=O
(12) Cn1nc([N+](=O)[O-])nc1Sc1nnnn1-c1cccc(C(=O)O)c1
(13) C=CCn1c(OCc2ccccc2)n[nH]c1=S
(14) O=C(COC(=O)c1cc[n+]([O-])cc1)NCc1ccccc1Cl
(15) Cc1cc(S(N)(=O)=O)c(N)c(S(N)(=O)=O)c1
(16) Cc1ccc(N(CC(=O)NCc2ccco2)C(=O)CCC(=O)Nc2ccccn2)c(C)c1

Assay by compound	9	10	11	12	13	14	15	16
PGK inhibitor	0%	3%	-11%	3%	-2%	1%	-7%	-2%
Pol iota inh	-10%	29%	45%[activator]	-3%	-34%	55%[activator]	-13%	46%[activator]
BLM inh	-3%	-4%	/	-1%	-1%	-2%	1%	-2%
G9a block	-12%	-26%[12.7 µM]	/	?	8.9µM*	-8%	3%	22µM*
HP1b chromo inh	12%	18%	35%	38%	?	22%	21%	11%
BAZ2B inh	-5%	-6%	/	-14%	-17%	-18%	4%	-14%
GLS inhibitor	2%	-4%	16%	0%	4%	-7%	4%	-4%
JMJD2A Tudor inh	-2%	-13%	-18%	-19%	3.2µM*	-19%	-12%	-14%
Pin1 inhibitor	-3%	3%	-13%	-11%	-15%	1%	1%	0%

(17) CC1(C)CC(=NOC(=O)c2ccccc2)CC(C)(C)N1
(18) C/C=C(/C)C(=O)Nc1cccc(C2=NOC3(C2)C[C@@H](C(N)=O)N(C(=O)CCCCC)C3)c1 (stereo partly specified)
(19) CC1CN(C(=O)CCC(=O)NCc2cccs2)c2cc(Cl)ccc2O1 (stereo unspecified)
(20) NC(=O)C1CCN(CC(O)CSc2ccccc2)CC1 (stereo unspecified)
(21) CCCCNS(=O)(=O)c1ccc(NS(=O)(=O)c2c(C)cc(C)cc2C)cc1
(22) CC1=Nc2nc(N3CCCCCC3)c(C#N)c3c4c(nc(c23)N1)N(c1ccc2ccccc2c1)C(=O)C4
(23) COc1ccc(C(=O)Oc2cc(-c3ccc4c(c3)OCO4)cc(=O)c3c(C)oc(C)c23)cc1
(24) NS(=O)(=O)c1ccc(Nc2nc(-c3ccc(F)cc3)cs2)cc1

Assay by compound	17	18	19	20	21	22	23	24
PGK inhibitor	-1%	-3%	-1%	3%	3%	2%	i	i
Pol iota inh	31%[activator]	-14%	-19%	-4%	0%	-2%	?	-1%
BLM inh	-8%	0%	0%	-13%	-10%	/	1%	-7%
G9a block	13%[59 µM]	3%[59 µM]	-8%[59 µM]	/	-19%	/	?	?
HP1b chromo inh	25%	32%	15%	28%	4%	18%	18%	16%
BAZ2B inh	-8%	3%	-15%	-11%	-8%	/	-30%	-36%
GLS inhibitor	-5%	2%	-5%	14%	7%	12%	6%	-3%
JMJD2A Tudor inh	-1%	-22%	5%	-8%	-13%	-12%	-17%	-26%
Pin1 inhibitor	8%	1%	7%	-2%	5%	28%	0%	3%

# Another view of some results above:
no. | PGK inhibitor | Pol iota inh | BLM inh | G9a block | HP1b chromo inh | BAZ2B inh | GLS inhibitor | JMJD2A Tudor inh | Pin1 inhibitor | Structure
18 | -3% | -14% | 0% | 3%[59 µM] | 32% | 3% | 2% | -22% | 1% | C/C=C(/C)C(=O)Nc1cccc(C2=NOC3(C2)C[C@@H](C(N)=O)N(C(=O)CCCCC)C3)c1 (stereo partly specified)
15 | -7% | -13% | 1% | 3% | 21% | 4% | 4% | -12% | 1% | Cc1cc(S(N)(=O)=O)c(N)c(S(N)(=O)=O)c1
2 | 1% | 1% | 1% | 3%[59 µM] | 22% | -38% | -7% | -19% | 3% | Cc1ccc(Nc2nc(N)nc(CSc3nc(C)cc(C)n3)n2)cc1

# In another format: results already given.
cpd	smiles	PGK inhibitor	Pol iota inh	BLM inh	G9a block	HP1b chromo inh	BAZ2B inh	GLS inhibitor	JMJD2A Tudor inh	Pin1 inhibitor
24	NS(=O)(=O)c1ccc(Nc2nc(-c3ccc(F)cc3)cs2)cc1	i	-1%	-7%	?	16%	-36%	-3%	-26%	3%
23	COc1ccc(C(=O)Oc2cc(-c3ccc4c(c3)OCO4)cc(=O)c3c(C)oc(C)c23)cc1	i	?	1%	?	18%	-30%	6%	-17%	0%
20	NC(=O)C1CCN(CC(O)CSc2ccccc2)CC1 (stereo unspecified)	3%	-4%	-13%	/	28%	-11%	14%	-8%	-2%

# The results go on.
(25) Cc1ccnc(SCC(=O)NC2CC2)n1
(26) Cc1cccc(NC(=O)CCNS(=O)(=O)c2cccc3nsnc23)c1C
(27) Cn1nc(Cc2n[nH]c(=S)n2C)c2ccccc2c1=O
(28) C=CCC(NCCCO)c1cccc(OC)c1OC (stereo unspecified)
(29) COc1ccc(NS(=O)(=O)c2cccc(C(=O)NC3CCN(Cc4ccccc4)CC3)c2)cc1
(30) Cc1ccc(C(=O)COC(=O)c2cc(=O)[nH]c3ccccc23)cc1
(31) COc1cc(/C=N/NC(=O)c2ccoc2C)cc(OC)c1OC
(32) COc1ccc(CCNC(=O)c2ccc3nc(N4CCCCC4)sc3c2)cc1OC

Assay by compound	25	26	27	28	29	30	31	32
PGK inhibitor	0%	1%	-4%	2%	-5%	-4%	-10%	0%
Pol iota inh	10%	85%&5%[activator]	46%[activator]	4%	35%[activator]	-5%	16%	256%[activator]
BLM inh	-1%	-1%&1%	0%	0%	-10%	-6%	/	-2%
G9a block	/	-16%	/	-28%[12.7 µM]	?	12%	/	?
HP1b chromo inh	48%[activator]	-3%&17%	32%	35%	38%	7%	7%	14%
BAZ2B inh	-6%	0%&-2%	1%	3%	-30%	2%	/	-33%
GLS inhibitor	9%	3%&10%	0%	0%	-5%	1%	4%	-4%
JMJD2A Tudor inh	-10%	-13%&-13%	4µM*	-16%[11.4 µM]	-26%	-6%	-20%	-32%
Pin1 inhibitor	0%	-5%&-7%	-3%	-8%	0%	5%	-3%	-5%

(33) COCCNC(=O)C(c1ccc(OC)cc1)N(CCOC)C(=O)CCC(=O)Nc1nccs1 (stereo unspecified)
(34) CCOC(=O)c1ccccc1NC(=O)c1cnn(-c2ccc(OC)cc2)c1C1CCN(C(=O)OC(C)(C)C)CC1
(35) O=C(c1ccc(Br)s1)N1CCN(c2ccccn2)CC1
(36) COC(=O)c1oc2ccc(OC)cc2c1N
(37) C/C(=N/OCO/N=C(\C)c1ccccc1F)c1ccccc1F
(38) O=C(CSc1nnc(-c2ccc(F)cc2)c2ccccc12)NCC1CCCO1 (stereo unspecified)
(39) C/C(N)=C(/C#N)C(=O)COC(=O)CNS(=O)(=O)c1c(F)cccc1F
(40) Cc1ccc(N(C)S(=O)(=O)c2ccc(C)cc2)cc1
(41) CCOc1ccc(NC(=O)CCCCn2c(=O)[nH]c3ccsc3c2=O)cc1
(42) O=C(O)CN1C(=O)/C(=C\c2cccc(OCc3ccccc3F)c2)SC1=S
(43) Cc1cccc(NC(=O)c2c(C)nc3ccccn23)c1

Assay by compound	33	34	35	36	37	38	39	40	41	42	43
PGK inhibitor	-5%	-13%	-1%	4%	0%	3%	-6%	-3%	0%	-13%	i
Pol iota inh	28%	17%	47%[activator]	-5%	11%	?	-12%	-3%	8%	?	-16%
BLM inh	0%	3%	0%	3%	2%	-5%	-8%	-2%	-3%	-8%	8%
G9a block	-8%	-6%[59 µM]	/	?	13%[59 µM]	?	-17%	78%[activator]	17%	?	13%[59 µM]
HP1b chromo inh	49%[activator]	4%	25%	28%	45%[activator]	2%	17%	53%	40%[activator]	?	28%
BAZ2B inh	11%	2%[57.1 µM]	-7%	7%	7%	?	-17%	48%[activator]	-5%	-32%	5%
GLS inhibitor	-8%	-3%	-6%	22%	-10%	2%	-6%	-7%	0%	20%	4%
JMJD2A Tudor inh	-6%	-11%	-9%	-10%	6%	-24%	-14%	27%	0%	?	4%[57.1 µM]
Pin1 inhibitor	4%	-10%	5%	2%	-2%	12%	2%	-4%	6%	?	-1%

# A portion of the library. The share of hits here may be higher or lower than overall.
